Pf gametocyte = P. falciparum stage V gametocyte viability inhibition | P. falciparum stage V gametocytes, ATP luminescence, 24 h | inhibition, % at 10.9 µM | 0.065% of 150,000 active | AID 743093;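 active = inhibition above the mean plus 3 SD of compounds within the control limits, set per campaign, cut at about 38% in these data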;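 note: 0% = DMSO wells and 100% = medium only without gametocytes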
Avidin bead fluor = compound fluoresces at 488/530 nm on avidin beads; compound fluorescence 488/530 nm, flow cytometry; hits give high values; fluorescence (KMESF) at 10 µM; 0.38% of 220,000 active; in the data active = fluorescence above about 47; note: inactives centre near 10
Mcl1 Noxa PPI = Mcl-1/Noxa interaction inhibition; 1.5% of 220,000 active; AID 1022; Q07820; inhibition, % at 21.7 µM; TR-FRET Mcl-1/Noxa peptide binding, 2 h;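 active = compounds that cut the protein-peptide binding signal by more than 50% relative to plate controls in a single-dose test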;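 note: His-tagged Mcl-1 with rhodamine Noxa BH3 peptide and terbium anti-His antibody; 0% = Mcl-1 plus Noxa peptide wells and 100% = peptide-only wells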
Target sequence (Q07820 whole entry, looked up): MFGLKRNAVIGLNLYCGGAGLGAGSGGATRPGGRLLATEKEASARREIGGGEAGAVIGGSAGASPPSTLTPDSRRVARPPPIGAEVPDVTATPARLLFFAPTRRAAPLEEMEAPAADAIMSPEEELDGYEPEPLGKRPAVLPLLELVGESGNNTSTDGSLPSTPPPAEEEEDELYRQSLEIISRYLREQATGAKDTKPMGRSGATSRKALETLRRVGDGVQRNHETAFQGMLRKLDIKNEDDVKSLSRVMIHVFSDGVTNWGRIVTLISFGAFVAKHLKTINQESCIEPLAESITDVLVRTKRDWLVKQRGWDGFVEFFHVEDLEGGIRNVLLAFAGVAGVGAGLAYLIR
Active calls of the source: *.

SMILES	Pf gametocyte	Avidin bead fluor	Mcl1 Noxa PPI
Cc1cc(C(=O)Nc2ccccc2N2CCCCC2)no1	11	6	-1
Nc1ccc(Nc2ccccc2)c(S(=O)(=O)O)c1	10	4	41
CNc1ccc(Cl)cc1C(N)=O	-12	3	0
CS(=O)(=O)/C(C#N)=C/c1c(-c2ccccc2)nc2n1CCS2	5	5	-20
Cn1c(N)c(C(=O)CSc2nnnn2-c2ccccc2)c(=O)n(C)c1=O	-19	6	-8
CC(=O)c1ccc(NS(=O)(=O)c2ccc(N/C=C/C(=O)c3ccc(F)cc3)cc2)cc1	26	9	6
CNC(=O)N(O)C1N(/N=C/c2ccccc2O)C(=S)SC1(C)C (centres undefined)	2	7	14
O=C(c1ccccc1)c1ccccc1C(=O)c1ccccc1	-9	4	6
CC(C)NC(=O)/C(C#N)=C/c1ccc(N(C)C)o1	8	8	6
NC(=O)CC(NC(=O)Cc1cccc2ccccc12)c1ccc(NC2CCC2)c([N+](=O)[O-])c1 (centres undefined)	8	7	18
O=S(=O)([N-]c1nc2ccccc2nc1-n1cc[n+](Cc2ccccc2)c1)c1ccccc1	-13	13	-12
CN1CCN(NC(=O)c2ccc(Cl)c(S(=O)(=O)Nc3ccc(Cl)cc3)c2)CC1	6	15	19
CN(C)/N=C/C=C1\CCC/C(=C/c2cccs2)C1=O	12	6	25
O=C(NNC(=O)C1C2CCCCC21)c1coc(=O)c(Br)c1 (centres undefined)	-20	6	-31
COc1ccc2c(c1OC)C(=O)OC2Nc1nc(-c2ccc([N+](=O)[O-])cc2)cs1 (centres undefined)	-20	8	18
N/C(=N\O)c1ccc(Cl)cc1Cl	-2	8	-1
CN1CCN(C(=O)C23CCC(C)(C(=O)C2Br)C3(C)C)CC1 (centres undefined)	-2	8	-3
CCOC(=O)CN(C(=O)COc1nc(-c2ccccc2)cc(C)c1C#N)c1ccccc1	3	10	12
O=C(O)c1ccc2c(c1)OCCCO2	2	7	7
CC(C)Oc1ccc(-c2nc(NCC3CCCO3)c3ccccc3n2)cc1 (centres undefined)	12	3	5
CCn1nc(C)cc1C(=O)Sc1ccc(C)cc1	3	7	6
Cc1ccc(-c2cc(Cc3cccs3)c(=O)[nH]n2)cc1	-3	11	-5
FC(F)Oc1ccc(NC(=S)Nc2ccc3cn[nH]c3c2)cc1	-7	6	20
O=C1N=C(N2CCN(c3ccccc3)CC2)S/C1=C/c1ccco1	-1	10	0
Cc1cc(Br)ccc1NC(=S)N1CCOCC1	-21	8	-23
COc1ccc(/C=N/n2c(-c3n[nH]c4c3CCC4)n[nH]c2=S)c(OC)c1OC	-8	5	20
CCN1/C(=C/C(=S)Nc2ccccc2)Sc2ccccc21	2	8	-90
COc1cccc(NC(=S)N2CCc3cc(OC)c(OC)cc3C2)c1	17	5	18
O=C(Nc1ccc(F)cc1)C1CCC(CNc2c(N3CCCCC3)c(=O)c2=O)CC1 (centres undefined)	-27	8	-1
CCCOc1ccc(N2C(=O)CC(N(Cc3ccccc3)N=O)C2=O)cc1 (centres undefined)	8	5	22
COc1ccc2nc(NC(=O)c3sc4nc(C)cc(C)c4c3N)sc2c1	-1	8	53*
Cc1cccc(-n2c(O)c(C=NC3CCS(=O)(=O)C3)c3ccccc3c2=O)c1C (centres undefined)	-12	5	-3
Cc1cc(C)n(CCC(=O)N=Nc2c(O)[nH]c3ccccc23)n1	11	8	-3
O=C(NNc1ccc(-c2csnn2)cc1)c1cc(Cl)cc(Cl)c1	12	10	14
O=C1/C(=C/c2ccncc2)Oc2cc(OS(=O)(=O)c3ccccc3)ccc21	21	5	30
Cc1nn(-c2ccccc2)nc1C(=O)Nc1nnc(C(F)(F)F)s1	9	2	2
CC(=O)N1N=C(c2ccc3ccccc3c2)OC12CCCC2	10	5	-9
N#C/C(=C\c1cc2c(cc1Br)OCO2)C(=O)NCC1CCCO1 (centres undefined)	22	8	-22
CC1(C)C[C@@H]2C[C@@](C)(CN2C(=O)c2ccccc2)C1	14	4	6
Cc1[nH]n(C)c(=O)c1[N+](=O)[O-]	-14	8	14
C/C(=N\NC(=O)c1cccnc1)c1ccc(-c2ccccc2)cc1	2	6	3
Cc1cc(-c2nnc(SCC(=O)Nc3ccc(C(F)(F)F)cc3)n2C)no1	4	9	-11
Cc1csc2ncnc(NNC(=O)c3ccc(Cl)cc3)c12	-28	3	-10
O=C(CSc1n[nH]c(=O)[nH]c1=O)N/N=C/C=C/c1ccccc1	-5	8	17
CCCN1C(=O)C(O)(c2c(C)[nH]c3ccccc23)c2ccccc21 (centres undefined)	-12	5	-2
O=C(O)c1ccc(N/N=C/c2ccc(-c3ccccc3Cl)o2)cc1	-5	8	26
Cc1noc(C)c1-c1nc(CSc2ccccc2)no1	10	5	-11
C/C(=N\NC(=O)Cn1nc(C)c([N+](=O)[O-])c1C)c1ccco1	-6	6	-10
COc1ccc(OC)c(Nc2nc(N)nc(CCl)n2)c1	-5	5	21
CCN(CC)C(=S)SC1CCCCN(C(=O)c2ccccc2)C1=O (centres undefined)	3	7	14
CC1Oc2ccccc2C=C1/C=N/Nc1ccc(C(=O)O)cc1 (centres undefined)	-6	10	9
Cc1ccc(-n2cnc(N)c2C(=O)c2cccc([N+](=O)[O-])c2)cc1	-8	4	-10
O=C(NN1C(=O)/C(=C/c2cccs2)SC1=S)c1ccncc1	6	6	19
CC(C)C[C@H](NC(=O)NC1CCCc2ccccc21)C(=O)O (some centres undefined)	-3	8	6
O=C1Nc2ccccc2/C1=N\N1CCOCC1	-11	7	6
CCCCC1C2C(=O)N(c3ccccc3)C(=O)C2ON1c1ccccc1 (centres undefined)	-6	3	19
O=C1/C(=N\S(=O)(=O)c2cccs2)C([n+]2ccccc2)=C([O-])c2ccccc21	-21	9	-5
N/C(=N\NS(=O)(=O)c1cc(C(F)(F)F)cc(C(F)(F)F)c1)c1ccccn1	-6	24	-65
O=c1cc(C(F)(F)F)[nH]c2ccccc12	-11	3	-1
CC(=O)Nc1sc2c(c1C(N)=O)CCN(Cc1ccccc1)C2	-4	8	22
(next part)
SMILES	Pf gametocyte	Avidin bead fluor	Mcl1 Noxa PPI
Cc1ccc(C(=O)OCC(=O)Nc2cccc(Cl)c2C)c(O)c1	-7	3	-21
CCOC(=O)Cc1csc(NC(=O)Cn2c(=O)oc3ccccc32)n1	-8	7	-17
CCCCNC(=O)CSc1nc(O)c(Cc2ccc(OC)cc2)c(=O)[nH]1	8	6	-1
Oc1ccc(C(=S)N2CCN(Cc3ccccc3)CC2)cc1	-13	8	-23
Cc1ccc2ncnc(Oc3ncccc3NC(=O)C(C)(C)C)c2c1	-11	6	-9
NS(=O)(=O)c1ccc(NC2=CC(c3ccc([N+](=O)[O-])cc3)N(c3ccc(S(N)(=O)=O)cc3)C2=O)cc1 (centres undefined)	-7	7	7
COc1ccccc1-n1c(O)c(C=NCc2ccccn2)c2ccccc2c1=O	5	7	-6
CSCCn1c(C(C)(C)C)cc(C(=O)O)c1C	3	8	-2
N#CC12CCCCC1CC1CCCCC1(C#N)N2N (centres undefined)	2	7	-2
CC(=O)n1c(C=Nc2ccc(Cl)cc2)c(O)c2ccccc21	18	4	-16
COc1ccc(NC(=O)Nc2nc(C)cc(C)n2)c(OC)c1	20	3	20
[N-]=C=C1C(=S)NC(=O)[C@H]([n+]2ccccc2)[C@H]1c1ccc(Cl)cc1	-13	7	7
Cn1c(-c2cc3ccccc3oc2=O)nc2ccccc21	19	6	-1
Cc1ccc(NC(=O)COc2cccc(/C=C3\SC(=S)N(CCC(=O)O)C3=O)c2)cc1Cl	2	7	43
CC(=O)Nc1cccc(OCCCNC(=O)c2ccc(F)cc2)c1	8	3	-7
Cc1nn(C)c2ncc(C(N)=O)c(Oc3ccc(Cl)cc3)c12	-12	4	1
CC(=O)c1ccc(Nc2c3c(nc4ccccc24)CCCC3)cc1	-16	4	12
O=C(COC(=O)C1CCN(S(=O)(=O)c2cccs2)CC1)Nc1ccc(F)cc1F	0	7	16
Cc1ccc(-c2nn[nH]n2)cc1Cl	0	8	14
O=C(NNc1c(Cl)cccc1Cl)c1sccc1Cl	-3	5	-8
COc1ccccc1Nc1nc(N)nc(CSC(=S)N2CCOCC2)n1	9	4	6
NS(=O)(=O)c1ccc(CCNS(=O)(=O)c2ccc(Cl)nc2)cc1	-9	8	9
COc1cc(CO)ccc1Oc1nc2ccccc2n2cnnc12	7	4	8
O=C(O)CCCCCN1C(=O)/C(=C\c2ccc(-c3ccc(Cl)cc3)o2)SC1=S	-4	9	105*
COc1ccc(C(=O)NC(=S)NCc2ccco2)cc1	12	7	9
CCn1nc(C)c([N+](=O)[O-])c1C(=O)NNC(=O)c1ccccc1Cl	17	6	0
COc1ccc(/C=C/C(=O)O)cc1S(=O)(=O)N1CCC(Cc2ccccc2)CC1	-3	6	17
O=C(NCc1ccccc1Cl)NC(=O)c1csc([N+](=O)[O-])c1	4	7	-17
O=C1C2Sc3[nH]c(=O)sc3C(c3cc([N+](=O)[O-])ccc3O)C2C(=O)N1c1ccccc1 (centres undefined)	-1	7	11
CCOC(=O)c1cnc(-n2nc(C)cc2C)nc1NC1CCCC1	-1	11	11
CCOc1cc(NC(=S)NC)c(OCC)cc1NC(=O)c1cccs1	-2	9	12
O=C(Nc1ccc(S(=O)(=O)N2CCOCC2)cc1)c1cc(-c2ccccc2O)n[nH]1	-6	14	-2
COC(=O)c1sccc1NC(=O)CC1C(=O)NCCN1C(=O)c1ccc(C)c(C)c1 (centres undefined)	-6	9	17
CCOCCOC(=O)NCCCCCCNC(=O)OCCOCC	-7	4	7
Nc1nc(Nc2ccccc2)nc(NCc2ccccc2)c1[N+](=O)[O-]	5	20	2
CC(=C/c1ccc(C(C)C)cc1)/C=N/NC(=O)Cn1nnnc1N	-12	7	1

Copied from the entries so far (21 entries):
SMILES	Pf gametocyte	Avidin bead fluor	Mcl1 Noxa PPI
Cc1nn(C)c2ncc(C(N)=O)c(Oc3ccc(Cl)cc3)c12	-12	4	1
CC(=O)c1ccc(Nc2c3c(nc4ccccc24)CCCC3)cc1	-16	4	12
O=C(COC(=O)C1CCN(S(=O)(=O)c2cccs2)CC1)Nc1ccc(F)cc1F	0	7	16
Cc1ccc(-c2nn[nH]n2)cc1Cl	0	8	14
O=C(NNc1c(Cl)cccc1Cl)c1sccc1Cl	-3	5	-8
COc1ccccc1Nc1nc(N)nc(CSC(=S)N2CCOCC2)n1	9	4	6
NS(=O)(=O)c1ccc(CCNS(=O)(=O)c2ccc(Cl)nc2)cc1	-9	8	9
COc1cc(CO)ccc1Oc1nc2ccccc2n2cnnc12	7	4	8
O=C(O)CCCCCN1C(=O)/C(=C\c2ccc(-c3ccc(Cl)cc3)o2)SC1=S	-4	9	105*
COc1ccc(C(=O)NC(=S)NCc2ccco2)cc1	12	7	9
CCn1nc(C)c([N+](=O)[O-])c1C(=O)NNC(=O)c1ccccc1Cl	17	6	0
COc1ccc(/C=C/C(=O)O)cc1S(=O)(=O)N1CCC(Cc2ccccc2)CC1	-3	6	17
O=C(NCc1ccccc1Cl)NC(=O)c1csc([N+](=O)[O-])c1	4	7	-17
O=C1C2Sc3[nH]c(=O)sc3C(c3cc([N+](=O)[O-])ccc3O)C2C(=O)N1c1ccccc1 (centres undefined)	-1	7	11
CCOC(=O)c1cnc(-n2nc(C)cc2C)nc1NC1CCCC1	-1	11	11
CCOc1cc(NC(=S)NC)c(OCC)cc1NC(=O)c1cccs1	-2	9	12
O=C(Nc1ccc(S(=O)(=O)N2CCOCC2)cc1)c1cc(-c2ccccc2O)n[nH]1	-6	14	-2
COC(=O)c1sccc1NC(=O)CC1C(=O)NCCN1C(=O)c1ccc(C)c(C)c1 (centres undefined)	-6	9	17
CCOCCOC(=O)NCCCCCCNC(=O)OCCOCC	-7	4	7
Nc1nc(Nc2ccccc2)nc(NCc2ccccc2)c1[N+](=O)[O-]	5	20	2
CC(=C/c1ccc(C(C)C)cc1)/C=N/NC(=O)Cn1nnnc1N	-12	7	1

The listing continues.
SMILES	Pf gametocyte	Avidin bead fluor	Mcl1 Noxa PPI
Cc1cc(C)n2ncc(/C(N)=N/OC(=O)Nc3ccccc3)c2n1	19	7	1
CC(=O)C1=C(O)C(=O)N(c2ccc(S(=O)(=O)Nc3nccs3)cc2)C1c1ccc(F)cc1 (centres undefined)	8	8	-10
CC(C)=CC(=O)O[C@H]1[C@@H]2[C@H](C)C(=O)O[C@@H]2C[C@@H](C)[C@@H]2[C@@H](O)CC(=O)[C@]21C	18	12	-10
Cn1c(=O)c2c(nc(Sc3ncnn3CC(=O)N3CCOCC3)n2C)n(C)c1=O	7	5	-20
CCCOC(=O)c1ccc(Oc2cn[nH]c2-c2ccc(OCC(=O)NN)cc2O)cc1	3	12	5
Cc1ccc2c(=O)[nH]c(Cc3ccccc3C(=O)O)nc2c1	0	9	4
COc1cc(/C=N/Nc2nc(=O)[nH]nc2C)cc([N+](=O)[O-])c1O	-3	9	25
CN(C)S(=O)(=O)c1cccc(C(=O)N=C2N=C3C=CC(Cl)=CN3Cc3ccccc32)c1	-4	9	-15
OCCNC(=S)Nc1ccc2c(c1)OCCO2	-11	3	-15
CCN(CC)S(=O)(=O)c1ccc(Cl)c(NC(=O)COC(=O)c2ccc([N+](=O)[O-])o2)c1	-19	8	23
CSCCC(N=C(NS(=O)(=O)c1ccc(C)cc1)c1ccccc1)C(=O)O (centres undefined)	-2	4	22
CN(CC(=O)Nc1ccc(F)cc1)C(=O)COc1ncnc2ccccc12	19	11	12
O=C(N/N=C/c1ccncc1)c1ccc(OCc2ccccc2)cc1	-12	4	-9
CN1C(=S)SC(/[N+]([O-])=C/c2ccc(Cl)cc2)C1(C)C (centres undefined)	0	9	10

Record cards (already shown). Screens in order: Pf gametocyte	Avidin bead fluor	Mcl1 Noxa PPI
CCCOC(=O)c1ccc(Oc2cn[nH]c2-c2ccc(OCC(=O)NN)cc2O)cc1 as listed: 3	12	5
Cn1c(=O)c2c(nc(Sc3ncnn3CC(=O)N3CCOCC3)n2C)n(C)c1=O as listed: 7	5	-20

Only part of the results is shown (hit frequency here may not be typical).
